PhoP inhibition – inhibitors of PhoP regulon expression, primary screen, Salmonella Typhimurium, GFP reporter (AID 1863) | S. Typhimurium PhoP-regulated promoter GFP reporter, 4 h; higher % means a stronger effect | inhibition, % at 50 µM; hits with a dose series show IC50 in µM | 300,000 compounds, 0.16% hits;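 active = inhibition over 29.93%, a cutoff 3 SD above the screen mean, later confirmed by dose response; inconclusive = inhibition over 29.93% but no dose response follow-up; inactive = inhibition at most 29.93% or unconfirmed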;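 note: 0% = low Mg2+ inducing control and 100% = high Mg2+ repressing control; strong numbers were not always called active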
HIV peptide binding – inhibitors of HIV fusion peptide binding, primary screen, biochemical, uHTS, fluorescence dequenching (AID 1986); cell-free peptide binding, fluorescence dequenching, 30 min; higher % means a stronger effect; one-dose inhibition, % at 20 µM; IC50 in µM for titrated hits; 290,000 compounds, 0.3% hits; in the data active = inhibition mostly above about 52%, no sharp cut-off; inactive = mostly below about 76%; note: some results filed as inactive read as strong as hits
RSV CPE inhibition – RSV antiviral activity via CPE protection, HEp-2 cells, primary 10 µM value included (AID 2391); CPE inhibition, % at 10 µM, or IC50 in µM where a hit was titrated; HEp-2 cells, RSV-induced CPE inhibition; higher % means a stronger effect; 310,000 compounds, 0.13% hits; in the data active = a potency from the dose series; inconclusive = CPE inhibition mostly from about 23% at the one dose, without a potency; inactive = the rest, 99 in 100 with CPE inhibition below about 21%; note: strong numbers were not always called active
Large T inhibition – SV40 large T antigen inhibitors, biochemical (AID 1903) | SV40 large T antigen ATPase/helicase inhibition assay; higher % means a stronger effect | 310,000 compounds, 0.39% hits | one-dose inhibition, % at 20 µM; IC50 in µM for titrated hits; in the data active = a potency from the dose series; inconclusive = inhibition mostly from about 32% at the one dose, without a potency; inactive = the rest, 99 in 100 with inhibition below about 32%; note: strong numbers were not always called active
NS5 inhibitors – Dengue-2 NS5 methyltransferase inhibitors, primary screen, biochemical, confirmation dose response (AID 588689); 340,000 compounds, 0.3% hits; Genome polyprotein (Dengue virus type 2 (strain 16681-PDK53)); Dengue-2 NS5 methyltransferase capping enzyme assay, biochemical; higher % means a stronger effect; inhibition, % at 25 µM, or IC50 in µM where a hit was titrated; in the data active = a potency from the dose series; inconclusive = inhibition above about 29% without an active follow-up result
GPR55 LPI antagonism – GPR55 antagonists blocking LPI-driven arrestin recruitment, primary screen, imaging, U2OS, beta-arrestin-GFP, LPI agonist (AID 2013); U2OS GPR55 beta-arrestin-GFP translocation imaging, LPI antagonism; higher % means a stronger effect; one-dose inhibition, % at 10 µM; IC50 in µM for titrated hits; G-protein coupled receptor 55 (Homo sapiens); 290,000 compounds, 0.13% hits;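 active = spots per cell inhibited over 60%, with over 100 cells counted and total cytoplasm intensity under 500,000; inconclusive = wells with under 100 cells, flagged as likely toxic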;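 note: U2OS cells stably carrying GPR55 and arrestin-GFP stimulated by 5 µM LPI near EC80; imaged beta-arrestin-GFP aggregate spots per cell after agonist stimulation; plate controls were LPI-stimulated DMSO wells for no effect and DMSO wells without LPI for full effect; some results filed as inactive read as strong as hits; confirmed hits need IC50 under 10 µM and bright autofluorescent wells are also inconclusive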
UTI89 phage lysis – inhibition of K1F phage lysis, E. coli UTI89, bacterial capsule biogenesis inhibitors, alamar blue (AID 488966) | E. coli UTI89 K1F phage lysis, alamar blue, 2 h; higher % means a stronger effect | one-dose inhibition, % at 100 µM; IC50 in µM for titrated hits | 340,000 compounds, 0.02% hits;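 active = phage lysis inhibition, versus mean bacterial control, above a set limit; inconclusive = no clear call, values can overlap the other calls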;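 note: capsule biogenesis inhibitors block K1F phage lysis so surviving cells raise fluorescence; higher fluorescence means more inhibition of phage lysis; actives were called in the ten point dose series up to 300 µM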
GPR35 arrestin U2OS – GPR35 antagonists blocking zaprinast-driven arrestin recruitment, primary screen, imaging, U2OS, beta-arrestin-GFP, zaprinast agonist (AID 2058). 290,000 compounds, 0.052% hits. inhibition, % at 10 µM; hits with a dose series show IC50 in µM. G-protein coupled receptor 35 (Homo sapiens). U2OS GPR35 beta-arrestin-GFP translocation imaging, zaprinast antagonism; higher % means a stronger effect;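 active = inhibition of at least 50% with at least 30 cells and total cytoplasm GFP at most 10,000,000; inconclusive = under 30 cells or total GFP of 10,000,000 plus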
MgcRacGAP inhibition – MgcRacGAP GTPase-activating activity inhibitors, confirmation, biochemical, ADP Hunter fluorescence; MgcRacGAP-stimulated Rac1 GTP hydrolysis, ADP Hunter fluorescence; higher % means a stronger effect; GST-tagged Rac1 F28L mutant substrate; one-dose inhibition, % at 30 µM; IC50 in µM for titrated hits; 340,000 compounds, 0.6% hits;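 active = first-screen hits whose inhibition reached a set limit at any dose in the follow-up dose series; inconclusive = inhibition above the set first-screen limit but never retested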;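 note: fluorescence reports GDP produced by GAP-driven GTP hydrolysis; strong numbers were not always called active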
Starred values were filed as active, the others as inactive; ? = inconclusive; nt = no result given; [ ] = another dose, or the depositor's remark.

Values run as follows: HIV peptide binding	UTI89 phage lysis	NS5 inhibitors	GPR55 LPI antagonism	GPR35 arrestin U2OS	PhoP inhibition	MgcRacGAP inhibition	RSV CPE inhibition	Large T inhibition
- [O-][n+]1c2c(nc3c1-c1ccccc1C3O)CCCC2 (configuration not stated)
  -2.2%	nt	nt	4%	-13%	6%	nt	1.5%	8%
- Cc1cccc(N(CC(=O)N/N=C/c2cc([N+](=O)[O-])ccc2Cl)S(C)(=O)=O)c1C
  2.0%	0.5%	0%	nt	-14%	-1%	18%	11%	13%
- CCOc1ccc(NC(=O)c2ccc(NC(=O)c3ccc(CN4CCOCC4)cc3)cc2)cc1
  1.6%	0.2%	-2%	2%	0%	-5%	4%	16%	-2%
- N#CCc1nc(CSc2nc3ccccc3o2)cs1
  0.5%	0.1%	-3%	12%	1%	-2%	14%	3.6%	-2%
- CC(C(=O)Nc1ccccc1)N1CCN(C(=O)c2ccco2)CC1 (configuration not stated)
  nt	-0.5%	0%	nt	nt	nt	9%	1.3%	nt
- Cc1cccc(N2C(=O)CC(N(O)c3ccccc3)C2=O)c1 (configuration not stated)
  -3.1%	7.3%	0%	-2%	-26%	1%	8%	0.8%	28%
- CCN(CC(=O)Nc1ccccc1OC)C(=O)Cn1cnc2ccccc2c1=O
  -0.7%	0.1%	-3%	-6%	5%	-1%	8%	1.1%	1%
- O=C(/C=C/c1cccc(OCc2ccccc2)c1)c1cccnc1
  0.0%	0.3%	-37%	6%	-8%	7%	5%	6.2%	6%
- CC1CN(c2ccc(Cl)cc2)c2nc3c(c(=O)[nH]c(=O)n3C)n2C1 (configuration not stated)
  -0.5%	0.4%	-7%	8%	1%	nt	11%	nt	nt
- COc1ccccc1N1CCN(C(=O)CNC(=O)c2ccc(Cl)cc2Cl)CC1
  1.2%	0.3%	-5%	-5%	-3%	7%	10%	16%	11%
- COc1cc(/C=N/Nc2nc3ccccc3[nH]2)ccc1O
  -3.9%	0.3%	-1%	-5%	6%	-10%	14µM*	?	?
- COc1ccccc1-c1coc2c(CN3CCN(CCO)CC3)c(O)ccc2c1=O
  nt	-0.5%	3%	nt	nt	nt	10%	-0.7%	nt
- CCCN(c1ccc(OCC)cc1)S(=O)(=O)c1ccc2c(c1)NC(=O)CO2
  -0.8%	-0.2%	-9%	7%	-15%	-9%	-5%	2.5%	7%
- Oc1ccc(/C=N\Nc2cc(N3CCOCC3)nc(N3CCOCC3)n2)c(O)c1
  6.0%	-0.1%	2%	15%	-8%	2%	57µM*	11%	?
- CC(=O)Nc1ccc(C(=O)Nc2cccc(S(=O)(=O)N(C)c3ccccc3)c2)cc1
  nt	-0.6%	1%	nt	nt	nt	4%	4.0%	nt
- CC(C)(C)c1cc(/C=N/NC(=O)C[n+]2ccccc2)cc(C(C)(C)C)c1O
  2.3%	-0.1%	-3%	0%	8%	-3%	6%	4.7%	10%
- COc1ccc(C2C(C(=O)NCc3cccnc3)c3cc(OC)c(OC)cc3C(=O)N2C)cc1 (configuration not stated)
  3.6%	-0.2%	2%	7%	10%	-5%	-3%	1.4%	-1%
- CCN(CC)CCNC(=S)NC(=O)c1cn(-c2ccccc2)nc1-c1ccc(OC)cc1
  -0.7%	0.1%	37%	10%	-2%	-4%	15%	-4.2%	5%
- O=C(CCNC(=O)c1ccc(Br)o1)NCc1ccccn1
  3.2%	0.0%	0%	-3%	4%	3%	-6%	0.1%	2%
- COc1ccc2oc(=O)c(C(=O)O)cc2c1
  0.2%	-0.7%	-2%	11%	0%	21%	6%	-0.1%	-3%
- CCCCCC(=O)NNC1CC(=O)N(c2ccccc2)C1=O (configuration not stated)
  -0.9%	nt	nt	5%	-3%	-9%	nt	-0.2%	9%
- CS(=O)(=O)N(Cc1ccccc1)c1ccc(C(=O)N2CCc3ccccc3C2)cc1
  -0.7%	-0.2%	-12%	14%	8%	-1%	5%	10%	-4%
- Cc1ccc(NC(=O)c2ccc(NCc3ccc(F)cc3)nc2)cc1
  2.7%	-1.1%	-9%	11%	7%	nt	7%	-0.3%	nt
- O=C(CSc1n[nH]c(-c2ccncc2)n1)Nc1ccc(Cl)c(C(=O)O)c1
  0.9%	0.3%	1%	-1%	3%	-5%	6%	1.3%	6%
- Cc1ccc(C(=O)NCCCNCCCNC(=O)c2ccc(C)nc2)cn1
  -0.8%	0.3%	3%	5%	-9%	-4%	-5%	-0.4%	5%
- CCOc1cc2[nH]c(=S)n(Cc3ccc(C(=O)N4CCN(C)CC4)cc3)c(=O)c2cc1OCC
  -2.6%	-0.3%	0%	-2%	36%	0%	-8%	-0.9%	3%
- COc1ccccc1C(=O)NC(=O)COC(=O)c1ccc([N+](=O)[O-])cc1Cl
  nt	1.0%[50 µM]	-6%	nt	nt	-1%	4%	-0.7%	12%
- COCC1CCN(C(=O)c2ccc(OC3CCN(Cc4ccccn4)CC3)cc2)C1 (configuration not stated)
  -1.9%	0.1%	-5%	9%	8%	6%	10%	0.2%	10%
- Cc1ccc(C(=O)N/C(=C/c2cccs2)C(=O)NCCCn2ccnc2)cc1
  2.3%	2.3%[50 µM]	-4%	-17%	-10%	6%	7%	0.8%	7%
- Cc1ccccc1NC(=O)c1ccc(F)c(S(=O)(=O)N2CCN(c3ccccn3)CC2)c1
  1.3%	4.8%	-1%	nt	-2%	-1%	10%	1.4%	12%
- CCS(=O)(=O)c1ccc(C(=O)Nc2ccccc2)c(Cl)c1Cl
  -1.9%	0.2%	0%	4%	0%	3%	-7%	12%	11%
- CC(=O)Nc1ccc(NC(C)=O)s1
  0.3%	-1.6%	-1%	-2%	2%	-6%	18%	0.3%	27%
- COc1cc(C)c(CN2CCN(CC(=O)Nc3ccccc3C(=O)NC3CC3)CC2)cc1OC
  nt	1.2%[50 µM]	1%	nt	nt	nt	2%	0.8%	nt
- O=c1oc(-c2ccccc2F)nc2scc(-c3ccccc3)c12
  -0.1%	nt	nt	-4%	-1%	0%	nt	1.9%	11%
- CCCCn1c(N)c(N(Cc2ccccc2OC)C(=O)COc2ccccc2C#N)c(=O)[nH]c1=O
  0.0%	0.3%	3%	7%	5%	2%	1%	1.3%	-4%
- COc1ccc(C(CNC(=O)CCNC(=O)c2ccc(Br)cc2)N2CCOCC2)cc1 (configuration not stated)
  nt	-1.2%	-1%	nt	nt	-7%	2%	0.8%	8%
- Cc1cc(C)cc(C(=O)NC(CC(N)=O)c2ccc(N3CCCCCC3)c([N+](=O)[O-])c2)c1 (configuration not stated)
  1.7%	-0.4%	-1%	12%	1%	nt	3%	-2.2%	15%
- Cc1ccccc1CN(c1ccc(C(=O)NCc2cccnc2)cc1)S(C)(=O)=O
  0.6%	-0.3%	3%	8%	4%	-2%	6%	-0.5%	5%
- O=C(CN1CCOCC1)NCc1ccccc1Cl
  -1.0%	0.1%	1%	14%	-12%	-3%	9%	0.7%	7%
- COc1ccc(NC(=O)c2ccc3c(c2)OCO3)cc1
  -0.8%	0.6%	-3%	-1%	14%	-3%	13%	0.0%	5%
- CCCN(CCC)C(=O)CCS(=O)(=O)c1cccc2nsnc12
  -1.2%	-0.2%	2%	12%	-13%	5%	7%	-0.6%	7%
- CN1CCN(S(=O)(=O)c2cccc(C(=O)NCc3ccc(Cl)cc3)c2)CC1
  0.8%	0.3%	1%	5%	-4%	-1%	12%	-1.0%	-1%
- O=C(O)COc1ccccc1/C=N/NC(=O)c1cccc(S(=O)(=O)N2CCOCC2)c1
  -2.3%	0.2%	-1%	3%	14%	1%	8%	3.4%	14%
- CC(C)OC(=O)N(C)c1ccc(C(O)(C(F)(F)F)C(F)(F)F)cc1
  1.5%	-0.2%	-5%	-6%	-16%	-4%	0%	2.3%	2%
- Cc1cccc(C)c1NC(=S)N(C)CCc1ccccn1
  1.6%	1.6%[50 µM]	-2%	7%	15%	-8%	2%	0.3%	15%
- NS(=O)(=O)c1ccc(CNC(=O)/C=C/c2c(Cl)cccc2Cl)cc1
  1.0%	nt	nt	20%	6%	1%	nt	2.0%	5%
- Cc1cccnc1NC(=O)c1ccc(Cl)c(S(=O)(=O)N2CCCCC2)c1
  nt	0.3%[50 µM]	4%	nt	nt	-1%	2%	-1.7%	3%
- Cc1ccccc1CNC(=O)c1ccccc1N
  2.3%	-0.4%	-5%	-3%	28%	-1%	1%	0.1%	15%
- O=C(CC1CCCCC1)NCc1ccc(F)cc1
  1.1%	0.1%	4%	8%	0%	-4%	-11%	-1.1%	5%
- O=c1[nH]ncn1-c1ccccc1C(F)(F)F
  0.8%	0.1%	2%	-2%	18%	-5%	7%	3.8%	-1%

Next part.
Values run as follows: HIV peptide binding	UTI89 phage lysis	NS5 inhibitors	GPR55 LPI antagonism	GPR35 arrestin U2OS	PhoP inhibition	MgcRacGAP inhibition	RSV CPE inhibition	Large T inhibition
- O=C(CCC(=O)Nc1nnc(C2CCCCC2)s1)NCc1ccc(F)cc1
  -0.7%	0.1%	-2%	5%	11%	12%	7%	2.1%	5%
- Cc1ccc(N=Cc2c(O)n(-c3ccc4c(c3)OCO4)c(=O)c3ccccc23)cc1
  4.0%	0.5%	-8%	3%	14%	10%	-1%	2.3%	10%
- Cc1[nH]c(C)c(S(=O)(=O)Nc2cccc(Cl)c2C)c1C(=O)N1CCCC1
  -0.9%	-0.1%	-8%	-4%	-3%	-3%	6%	0.7%	7%
- COc1cc(C(=O)NC(=S)N(CCc2ccccc2)CCc2ccccc2)cc(OC)c1OC
  -0.4%	0.3%	-3%	16%	-15%	-4%	0%	4.1%	11%
- O=C1NC(=Nc2ccccc2)S/C1=C\c1cccnc1
  -0.1%	-1.3%	11%	-3%	-11%	-9%	6%	1.4%	7%
- Cc1noc(C)c1S(=O)(=O)N1CCC(C(=O)NC2CCN(Cc3ccccc3)CC2)CC1
  2.2%	6.4%	1%	0%	-4%	12%	0%	-1.3%	19%
- Cc1cc(NC(=O)C(=O)c2cn(C)c3ccccc23)no1
  -2.2%	0.3%	-4%	5%	-12%	6%	5%	-1.0%	7%
